Screening results deposited in PubChem by several laboratories.
KLF5 inh: KLF5 expression inhibitors, primary screen, DLD-1 cells, luminescence | 290,000 tested, 0.23% active | inhibition, % at 5 µM | DLD-1 KLF5 promoter-luciferase reporter;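 active = inhibition above a per-plate limit of that plate's mean compound inhibition plus 3 SD, cut at about 60% in these data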;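 note: 0% = DMSO wells and 100% = LY294002 at 200 µM; higher means less KLF5 promoter-driven luciferase light; inactives centre near -14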
HSF1 inhib: HSF1 inhibitors in luciferase reporter cells, primary screen, cell-based, NIH3T3, luminescence | NIH3T3-HGL HSE-luciferase, MG132-induced, luminescence 8 h; stronger effect = lower value | activity change, negative = inhibition, % at 7.5 µM (by protocol) | 300,000 tested, 0.77% active | AID 2098, 2009;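 active = more than half of replicate wells show activity change below -50%, luminescence cut by over half; inconclusive = some wells, but at most half, below -50%; inactive = no replicate well below -50%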;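 note: luciferase reports HSF-1 transcriptional activity via heat shock element; 0% = median of DMSO wells and -100% = zero luminescence signal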
GSK3A inh: blockers of GSK3A enzyme activity – biochemical, luminescence, cell-free homogeneous, HTS, primary screen | GSK-3 alpha kinase, ADP-Glo luminescence, 60 min | 320,000 tested, 0.1% active | inhibition, % at 10 µM | Glycogen synthase kinase-3 alpha (Homo sapiens), P49840 | AID 2650, 2010;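 in the data active = inhibition above about 50%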;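 note: GST-tagged GSK-3 alpha with peptide substrate and 25 µM ATP; 0% = DMSO neutral wells and 100% = GW8510 positive control wells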
Target sequence (P49840 whole entry, looked up): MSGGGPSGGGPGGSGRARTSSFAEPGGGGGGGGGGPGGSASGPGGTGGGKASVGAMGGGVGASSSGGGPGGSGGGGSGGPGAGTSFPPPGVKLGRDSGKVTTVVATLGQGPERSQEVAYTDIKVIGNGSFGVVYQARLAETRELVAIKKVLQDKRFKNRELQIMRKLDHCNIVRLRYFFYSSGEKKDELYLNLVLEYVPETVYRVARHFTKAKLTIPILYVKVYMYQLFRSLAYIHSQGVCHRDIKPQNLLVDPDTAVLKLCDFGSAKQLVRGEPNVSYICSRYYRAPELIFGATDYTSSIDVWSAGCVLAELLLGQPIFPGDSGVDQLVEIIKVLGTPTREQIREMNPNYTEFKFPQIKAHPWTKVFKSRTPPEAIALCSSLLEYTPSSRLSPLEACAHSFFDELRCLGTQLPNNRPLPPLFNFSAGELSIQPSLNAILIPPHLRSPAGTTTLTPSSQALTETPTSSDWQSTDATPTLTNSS
AI-2 QS mod: Vibrio harveyi AI-2 quorum sensing modulators, primary screen, JMH597 strain, luminescence/OD600 ratio. Vibrio harveyi JMH597 AI-2 luminescence/OD600 ratio, 9 h; stronger effect = lower value; strain lacks LuxN and CqsS sensors; 0 = neutral-control median. 300,000 tested, 0.4% active. activity change, % at 7.5 µM. AID 2094, 2009; in the data active = activity change below about -75%, passing the limit was not always enough; inconclusive = no clear call, values can overlap the other calls;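 note: luminescence divided by OD600 gain over 9 h not by final OD600 alone; inactives centre near 13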
HSP90 refold inh: HSP90 inhibitors, primary screen, cell lysate, luminescence. inhibition, % at 5.6 µM. Heat shock protein HSP 90 (rabbit reticulocyte lysate; luciferase refolding). 290,000 tested, 0.91% active. Rabbit reticulocyte lysate, luciferase refolding luminescence, 3 h;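 active = inhibition above the screen-wide mean plus 3 SD, computed separately per campaign, cut at about 16% in these data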;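 note: 0% = DMSO wells and 100% = 60 µM geldanamycin wells; inhibitors lower the luminescence because luciferase stays unfolded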
HSF1 activator: HSF-1 activators, primary screen, NIH3T3-HGL cells, MG132 stress, luminescence, single point; NIH3T3-HGL HSF-1 luciferase reporter, 8 h; 100% = twice DMSO control signal; activation, % at 9 µM; 300,000 tested, 1.7% active;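 active = mean replicate activation of at least 50% with a set share of replicates each reaching 50%; inconclusive = only one of those two conditions met; inactive = mean below 50% and too few replicates reaching it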;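 note: 0% = median of the neutral control wells and 100% = twice that signal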
aSyn 5UTR inh: MLPCN primary screen, SNCA 5' untranslated region. AID 1813, 2009. inhibition, % (tested at 7.5 µM). 300,000 tested, 0.82% active. alpha-synuclein 5'UTR reporter, inhibitor activity; in the data active = inhibition above about 60%; inconclusive = no clear call, values can overlap the other calls;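 note: H4 neuroglioblastoma cells stably carrying SNCA 5'UTR luciferase fusion; 0% = DMSO wells and 100% = positive control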
GSK3B inh: human GSK3beta kinase inhibitors, primary screen, biochemical, cell-free homogeneous, HTS | Glycogen synthase kinase-3 beta (Homo sapiens), P49841 | GST-GSK3beta kinase, ADP-Glo luminescence, 60 min; stronger effect = lower value | activity score (negative = inhibition), % at 10 µM | 300,000 tested, 0.038% active | AID 2097, 2009;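 active = more than half of replicate wells score below -50%, meaning over 50% inhibition versus plate controls; inconclusive = some replicates but at most half score below -50%; inactive = no replicate scores below -50%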;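 note: 0% = median DMSO wells and -100% = median GW8510 positive control wells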
Target sequence (P49841 whole entry, looked up): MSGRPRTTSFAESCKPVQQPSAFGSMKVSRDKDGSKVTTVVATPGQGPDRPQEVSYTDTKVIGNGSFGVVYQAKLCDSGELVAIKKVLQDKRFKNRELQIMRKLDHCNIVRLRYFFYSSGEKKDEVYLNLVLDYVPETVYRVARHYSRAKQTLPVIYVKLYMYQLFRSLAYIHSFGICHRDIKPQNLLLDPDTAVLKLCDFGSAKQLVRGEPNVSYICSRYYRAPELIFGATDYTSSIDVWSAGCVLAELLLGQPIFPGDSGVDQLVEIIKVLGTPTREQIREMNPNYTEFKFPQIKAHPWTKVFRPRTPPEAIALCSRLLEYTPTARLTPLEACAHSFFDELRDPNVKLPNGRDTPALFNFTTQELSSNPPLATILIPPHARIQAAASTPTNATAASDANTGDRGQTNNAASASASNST
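Assay system: GST-fused GSK3beta enzyme, cell-free / Medium: Tris pH 7.5 buffer with MgCl2, DTT, BSA, heparin / Also added: peptide substrate plus 25 µM ATP (final) / Compound: 10 µM single point / Timing: kinase reaction with compound 60 min at room temperature / Detection: ADP-Glo luminescence / Benchmarks: DMSO neutral wells and GW8510 at 20 µM as positive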
HIF act: HIF pathway transcriptional activators, primary screen, cell-based, U2OS HRE-luciferase, luminescence; U2OS HRE-luciferase reporter; normalized: DMSO 0%, desferrioxamine 100%; activation, % at 7.5 µM (by protocol); 300,000 tested, 0.32% active; AID 1910, 2009;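 active = mean activation of at least 10% of the iron chelator positive control signal, with at least half of replicates also reaching 10%; inconclusive = mean and replicate majority disagree about reaching 10%; inactive = mean and most replicates under 10%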
IEC-6 tox: cytotoxicity in IEC-6 intestinal epithelial cells, primary screen, cytotoxicity control for KLF5 inhibitor project, cell-based, luminescence; IEC-6 cytotoxicity, luminescence viability; inhibition, % at 5 µM; 290,000 tested, 0.78% active; in the data active = inhibition above about 22%;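 note: 0% = plate median of test compound wells and 100% = cytotoxic reference compound wells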
* hit, by the source's call; ? = inconclusive; / = not tested or not shown. Compounds as they come; overall some 4.7% were active at least once.

Start of the data: the first two compounds, ahead of the listing:
SMILES	KLF5 inh	HSF1 inhib	GSK3A inh	AI-2 QS mod	HSP90 refold inh	HSF1 activator	aSyn 5UTR inh	GSK3B inh	HIF act	IEC-6 tox
CCCn1cnc2cc(NCc3ccccn3)ccc21	/	5	0	1	/	-2	-71	1	1.3	/
C=CCNC(=O)/C(C#N)=C/c1c(C)nn(-c2ccccc2)c1Cl	-4	4	-3	4	7	12	-30	-4	-0.6	3

The list itself, from the first entry:
SMILES	KLF5 inh	HSF1 inhib	GSK3A inh	AI-2 QS mod	HSP90 refold inh	HSF1 activator	aSyn 5UTR inh	GSK3B inh	HIF act	IEC-6 tox
CCCn1cnc2cc(NCc3ccccn3)ccc21	/	5	0	1	/	-2	-71	1	1.3	/
C=CCNC(=O)/C(C#N)=C/c1c(C)nn(-c2ccccc2)c1Cl	-4	4	-3	4	7	12	-30	-4	-0.6	3
COC(=O)c1ccc(CSc2nnc(CS(=O)Cc3ccc(Br)cc3)n2-c2ccccc2)cc1 (stereo not drawn)	-13	-12	-5	13	2	-31	-6	-1	-0.2	5
COc1ccccc1CNC(=O)N[C@@H](Cc1ccccc1)C(=O)O	-44	-3	-2	25	-2	-4	-13	0	-0.1	-4
CCCC1=C(C(=O)OCC)C(c2ccco2)C(C#N)=C(N)O1 (stereo not drawn)	-4	3	-2	-5	1	7	21	-1	0.1	-1
Cc1ccc(CNC(=O)CN2C(=O)CSc3ccc(S(=O)(=O)N4CCCCC4)cc32)cc1	-18	8	0	39	-1	13	5	-2	0.8	3
CN(C)S(=O)(=O)c1ccc(N2CCCC2)c(C(=O)Nc2ccccc2Br)c1	/	-16	4	14	/	0	-1	2	0.0	/
CCOC(=O)C(C)Sc1nnc(-c2c[nH]c3ccccc23)n1C (stereo not drawn)	-1	7	2	19	2	-11	-19	-2	0.0	4
COc1ccc(C)cc1NC(=O)COC(=O)C1CCN(C(=O)c2ccc(Cl)cc2)CC1	1	-2	-3	25	3	-1	-24	3	0.2	5
COc1ccc(NC(=O)CSc2nnnn2-c2ccc(OC)cc2)cc1	-31	-1	0	14	-2	-13	-3	4	-0.5	-2
CC(C)C(C(=O)Nc1nccs1)c1ccc(Cl)cc1 (stereo not drawn)	10	-6	3	13	-4	-15	?	-1	-0.3	8
CCc1nnc(NC(=O)C2CC(=O)N(CCc3ccccc3)C2)s1 (stereo not drawn)	-31	-4	0	7	0	1	23	1	-0.1	10
CCCOc1ccc(N2CC(C(=O)NC3=NCCS3)CC2=O)cc1 (stereo not drawn)	19	-1	-2	/	6	-4	1	/	-0.8	9
O=C(CNC(=O)c1ccccc1)N/N=C/c1ccc([N+](=O)[O-])o1	-50	6	-2	-16	-5	7	-12	1	-0.1	-5
O=C(NC(=S)NCc1cccnc1)c1cccc2ccccc12	-34	10	-3	-11	-4	32	-49	-2	-0.2	8
CCSc1nc(O)c(C(c2cccc(OC)c2)c2c(O)nc(SCC)[nH]c2=O)c(=O)[nH]1	-21	-2	-7	/	4	-10	7	/	-0.3	0
COc1cccc(C2CC(c3ccc(Cl)cc3Cl)n3nc(N)nc3N2)c1 (stereo not drawn)	-6	-4	/	39	3	-3	-5	0	-0.3	4
N#CCCn1cc(C(=O)NCc2ccccc2)c(-c2cccs2)n1	-24	-2	-2	17	4	14	-19	-1	0.1	2
O=C(O)CNC(=O)CC12CC3CC(CC(C3)C1)C2	-11	2	-4	20	0	3	16	1	-0.3	5
COC1=C/C(=C/c2c(N)n3nc(CC(=O)N4CCCC4)sc3nc2=O)C=CC1=O	-10	2	-2	8	1	5	5	4	-0.8	1
CCc1nc2ccccc2c2nc3ccccc3n12	-23	-1	-3	20	3	2	-50	-3	1.5	5
CC(C)=CCC(C)(C)C1OCCN1C(=O)Nc1ccccc1 (stereo not drawn)	4	-5	7	29	1	-1	1	2	-0.5	8
O=S(=O)(c1ccc2c(c1)nc1n2CCC1)N1CCOCC1	-2	0	1	4	-2	7	-1	2	0.3	-2
O=C(CSc1ccccn1)c1ccc2c(c1)OCO2	-91	15	4	2	3	40	-149	0	2.0	2
CCOc1cc(CNCCO)cc(Br)c1OCc1cccs1	-17	2	2	17	1	24	10	-8	-0.4	-7
CC1C(=O)N2CCCc3cc(NC(=O)C(=O)NCc4cccnc4)cc1c32 (stereo not drawn)	/	0	-5	-2	/	-2	13	4	4.7	/
Cc1ccc(-n2c(-c3ccccc3)n[nH]c2=S)cc1	-25	-3	2	-6	7	9	9	5	0.3	0
COc1ccc(/C=C\C(=O)c2c(O)ccc3c(C)cc(=O)oc23)cc1OC	-22	36	-1	-1	-2	38	-21	-1	1.0	-5
O=Cc1ccc(-c2ccccc2OC(F)(F)F)o1	-18	-1	-4	42	1	36	11	-1	-0.4	5
CCOc1cc(CN2CCCC(CO)(Cc3ccc(F)cc3F)C2)ccc1OC (stereo not drawn)	-19	0	-1	13	-1	-4	4	8	0.8	-2
O=c1c2ccccc2cnn1Cc1n[nH]c(=S)n1-c1ccccc1	-18	-4	-3	28	4	5	-2	-2	-0.1	2
Cc1cc(OC(=O)Cc2cccc3ccccc23)c([N+](=O)[O-])c(=O)[nH]1	2	-4	1	23	0	12	-17	2	-0.2	4
CCc1cc(C(=O)NC2CCCc3c2cnn3-c2cccc(C)c2C)n(C)n1 (stereo not drawn)	1	-4	-2	25	0	-2	42	-1	1.4	31*
CN(Cc1ccccc1)C1(CNC(=O)CCC(F)(F)F)Cc2ccccc2C1	11	-10	-3	16	7	-7	44	1	0.1	-8
Clc1ccc(N2CCN(c3ccnc(Cl)n3)CC2)cc1	/	12	0	11	/	21	-42	1	1.3	/
N#Cc1c(N)nc2c3c(sc(=N)c2c1N)NC(=O)CC3c1c(F)cccc1Cl (stereo not drawn)	-15	-15	5	43	-1	-12	10	-4	-0.3	3
Cc1cc2nc(-c3ccc(SCC(=O)NC(C)C)nc3)[nH]c2cc1C	-129	26	-1	20	-1	40	-134	3	3.1	5
Cc1nn(-c2ccccc2)c(N2CCCC2)c1/C=N/O	-14	-4	0	2	1	-2	22	3	0.1	1
CCSc1ccccc1C(=O)N1CCN(Cc2ccc3c(c2)OCO3)CC1	-5	-12	-5	6	-3	-8	4	2	0.2	-1
COc1ccc(CNc2ccc(Br)cc2)cc1	-41	16	-2	-2	-8	17	-112	0	3.6	5
Cc1nc2ccccc2c(=O)n1/N=C/c1ccc([N+](=O)[O-])o1	-8	6	-2	54	3	-9	-64	-3	0.1	0
CC1CN(C(C)C)C(C)CC1OC(=O)c1ccccc1 (stereo not drawn)	-58	-11	-1	13	-6	-34	9	0	-1.8	-4
C[C@H](NC(=O)Nc1ccccc1F)C(=O)O	-12	-8	-3	26	1	0	18	-2	0.0	1
COc1ccccc1CNC(=O)C1CCC(CNS(=O)(=O)c2ccccc2)CC1 (stereo not drawn)	-44	2	-3	19	-5	13	14	0	0.4	3
O=C(O)CCC(=O)Nc1ccc(/C=C/C(=O)C2CC2)cc1	-19	-7	-1	4	-3	-2	-20	0	0.1	-9
CCCc1cc(=O)oc2c(CN3CCN(C)CC3)c(O)ccc12	-13	-2	-2	4	-4	-10	2	0	0.0	2
CCc1nnc(SCCSc2nnc(CC)n2N)n1N	14	-4	-1	/	3	-24	11	/	0.2	5
O=C(Cc1nc2ccccc2[nH]1)N/N=C/c1ccccc1	3	-12	-1	-22	-1	9	-3	1	0.0	-3
CCOC(=O)C(NC(=O)Nc1ncccn1)(Oc1ccccc1)C(F)(F)F (stereo not drawn)	22	-9	0	23	-1	-15	-83	4	0.5	6
CCOC(=O)CSc1ncc(OC)c(Sc2ccc(OC)cc2)n1	13	-2	8	18	0	16	-6	0	0.5	2

Continued:
SMILES	KLF5 inh	HSF1 inhib	GSK3A inh	AI-2 QS mod	HSP90 refold inh	HSF1 activator	aSyn 5UTR inh	GSK3B inh	HIF act	IEC-6 tox
Cc1cc(C(=O)CN2CCC(C)CC2)c(C)n1-c1ccc(F)cc1	-91	5	1	6	4	14	-97	0	0.8	0
Cc1ccc(CNC(=O)c2cc(-c3ccccc3)nn2CC2CC(c3cccc([N+](=O)[O-])c3)=NO2)cc1 (stereo not drawn)	/	12	-1	11	/	12	14	-2	0.7	/
CCOC(=O)c1c(CN2CCCCC2)n(C)c2cc(Br)c(OC)cc12	5	4	5	9	-1	13	-42	1	-0.2	4
O=C(COc1ccc2c(c1)OCO2)Nc1cccc(F)c1	6	10	-1	13	2	36	-94	0	2.5	4
COCCn1nnnc1SCC(=O)N1CCCCC1	0	2	-2	20	0	-13	-7	-1	2.8	-1
CCN(CC)c1ccc(C(=O)N/N=C/c2ccc(N3CCOCC3)cc2)cc1	-3	-3	-3	27	-2	-8	28	0	0.1	-3
CN(C(=O)COC(=O)c1ccccc1C(=O)N1CCN(c2ccccc2)CC1)c1ccccc1	-30	3	-2	-11	0	7	-1	2	1.1	-8
O=C(NCCc1ccccc1)/C(=C\c1ccc([N+](=O)[O-])cc1)NC(=O)c1ccco1	-11	3	5	-1	3	-1	-1	4	0.7	1
CC(C)Cc1cc(-c2ccco2)c(C#N)c(N)n1	-15	4	0	3	-2	19	70*	4	-41	-2
CCCCOP(=O)(c1ccc(N(C)C)cc1)C(O)c1c(Cl)cccc1Cl (stereo not drawn)	-38	5	0	3	-3	3	1	0	-0.4	-4
C[C@H]1CC[C@@]2(O[C@H](CCO)C[C@@H](O)[C@@H]2O)O1	-6	0	0	16	10	0	11	-2	-0.2	-5
CCN(c1ccccc1)S(=O)(=O)c1ccc(C(=O)Nc2nnc(COC)o2)cc1	-4	-2	-4	41	1	6	-30	3	-0.2	0
CC(C)(C)C1=CC(=Nc2ccccc2N)C=C(C(C)(C)C)C1=O	-25	-7	-2	-5	-2	-11	-12	2	-0.2	0
COC(=O)C1=C(O)CSC1=Nc1ccccc1	-17	5	-2	33	-1	1	2	1	0.2	-2
CSc1nsc(SCC(=O)N2CCc3ccccc32)n1	-43	2	-1	15	0	10	9	0	0.0	-3
Cc1cc(F)ccc1NCc1cc2c(cc1[N+](=O)[O-])OCO2	-19	17	-1	16	2	53*	7	0	-0.8	-5
CNc1nc(Sc2ccccc2)cc(C(F)(F)F)n1	17	-15	1	-6	-1	0	25	1	-0.5	0
